Source: PubChem BioAssay
GPR55 antagonists – GPR55 antagonists blocking LPI-driven arrestin recruitment, primary screen, imaging, U2OS, beta-arrestin-GFP, LPI agonist (AID 2013). inhibition, % at 10 µM, or IC50 in µM where a hit was titrated. U2OS GPR55 beta-arrestin-GFP translocation imaging, LPI antagonism; higher % means a stronger effect. 0.13% of 290,000 active;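 active = spots per cell inhibited over 60%, with over 100 cells counted and total cytoplasm intensity under 500,000; inconclusive = wells with under 100 cells, flagged as likely toxic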;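 also: U2OS cells stably carrying GPR55 and arrestin-GFP stimulated by 5 µM LPI near EC80; imaged beta-arrestin-GFP aggregate spots per cell after agonist stimulation; plate controls were LPI-stimulated DMSO wells for no effect and DMSO wells without LPI for full effect; some results filed as inactive read as strong as hits; confirmed hits need IC50 under 10 µM and bright autofluorescent wells are also inconclusive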
Dengue-2 NS5 capping – Dengue-2 NS5 methyltransferase inhibitors, primary screen, biochemical, confirmation dose response (AID 588689); Dengue-2 NS5 methyltransferase capping enzyme assay, biochemical; higher % means a stronger effect; inhibition, % at 25 µM; hits with a dose series show IC50 in µM; 0.3% of 340,000 active; in the data active = a potency from the dose series; inconclusive = inhibition above about 29% without an active follow-up result
AID2073 – disruptors of CaV2.2 binding to Mint1 – biochemical, HTRF (AID 2073). HTRF protein-protein interaction, Mint1-CaV2.2; higher % means a stronger effect. one-dose inhibition, % at 20 µM; IC50 in µM for titrated hits. 0.19% of 290,000 active; in the data active = inhibition mostly above about 51%, no sharp cut-off; inconclusive = no clear call, values can overlap the other calls; inactive = mostly below about 53%; also: some results filed as inactive read as strong as hits
SIAH1 antagonists – Siah-1 peptide-binding antagonists, primary screen, biochemical, fluorescence polarization, rhodamine-plectin, uHTS (AID 1817); displacement, % at 20 µM, or IC50 in µM where a hit was titrated; 0.02% of 290,000 active; Siah-1 / rhodamine-plectin peptide fluorescence polarization; higher % means a stronger effect;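 active = displacement of at least 50% at 20 µM, with a fluorescence ratio check between 0.3 and a set limit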;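 also: plate controls were Siah plus tracer with DMSO for no effect and tracer alone without Siah for full effect; strong numbers were not always called active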
NTR1 ag – NTR1-driven beta-arrestin-GFP spot formation – imaging, U2OS cells, high content, primary screen (AID 493036). P30989. agonist mode. activation, % at 20 µM. 0.17% of 330,000 active;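 active = activation at or above 40% of the spot to cytoplasm intensity ratio, with at least 20 cells analyzed; inconclusive = wells under 20 cells, flagged as cytotoxic or low count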;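 also: 0% = DMSO without peptide and 100% = 100 nM NTR1 peptide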
Target sequence (P30989 whole entry, looked up): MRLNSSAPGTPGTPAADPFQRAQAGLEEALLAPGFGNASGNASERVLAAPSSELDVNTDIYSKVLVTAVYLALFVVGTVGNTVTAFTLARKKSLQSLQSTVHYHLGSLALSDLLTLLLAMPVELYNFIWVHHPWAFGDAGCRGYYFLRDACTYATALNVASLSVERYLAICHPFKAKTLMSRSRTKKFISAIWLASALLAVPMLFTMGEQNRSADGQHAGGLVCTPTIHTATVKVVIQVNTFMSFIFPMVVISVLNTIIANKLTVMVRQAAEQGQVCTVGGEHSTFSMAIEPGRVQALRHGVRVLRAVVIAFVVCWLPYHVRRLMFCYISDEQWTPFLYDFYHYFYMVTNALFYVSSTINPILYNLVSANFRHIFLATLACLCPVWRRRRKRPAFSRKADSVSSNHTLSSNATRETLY
GPR55 beta-arrestin – GPR55 agonists via beta-arrestin recruitment, primary screen, imaging, U2OS cells, beta-arrestin-GFP redistribution (AID 1961). U2OS GPR55 beta-arrestin-GFP redistribution imaging; higher % means a stronger effect. 0.048% of 290,000 active. activation, % at 10 µM; hits with a dose series show EC50 in µM;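 active = activation above 40% with more than 50 cells counted in the well; inconclusive = wells holding fewer than 50 cells, flagged as toxic or sparse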;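 also: U2OS osteosarcoma cells stably expressing GPR55 and beta-arrestin-GFP; plate controls were DMSO negative control for no effect and LPI positive control for full effect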
UTI89 phage lysis – inhibition of K1F phage lysis, E. coli UTI89, bacterial capsule biogenesis inhibitors, alamar blue (AID 488966); 0.02% of 340,000 active; inhibition, % at 100 µM; hits with a dose series show IC50 in µM; E. coli UTI89 K1F phage lysis, alamar blue, 2 h; higher % means a stronger effect;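 active = phage lysis inhibition, versus mean bacterial control, above a set limit; inconclusive = no clear call, values can overlap the other calls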;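 also: capsule biogenesis inhibitors block K1F phage lysis so surviving cells raise fluorescence; higher fluorescence means more inhibition of phage lysis; actives were called in the ten point dose series up to 300 µM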
HIV fusion peptide – cell-free HIV fusion peptide-binding blockers – biochemical, uHTS, fluorescence dequenching, primary screen (AID 1986); cell-free peptide binding, fluorescence dequenching, 30 min; higher % means a stronger effect; one-dose inhibition, % at 20 µM; IC50 in µM for titrated hits; 0.3% of 290,000 active; in the data active = inhibition mostly above about 52%, no sharp cut-off; inactive = mostly below about 76%; also: some results filed as inactive read as strong as hits
GPR35 arrestin U2OS – GPR35 antagonists blocking zaprinast-driven arrestin recruitment, primary screen, imaging, U2OS, beta-arrestin-GFP, zaprinast agonist (AID 2058); U2OS GPR35 beta-arrestin-GFP translocation imaging, zaprinast antagonism; higher % means a stronger effect; inhibition, % at 10 µM, or IC50 in µM where a hit was titrated; 0.052% of 290,000 active;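 active = inhibition of at least 50% with at least 30 cells and total cytoplasm GFP at most 10,000,000; inconclusive = under 30 cells or total GFP of 10,000,000 plus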
NTR1 ag cell count 20 µM – further read-out of NTR1 ag, marked with its call; cell count; measured here: cell count, cytotoxicity flag
* marks the source's active call; other numbers are inactive results; ? = inconclusive; · = not tested or not shown; [ ] = remark or other dose. An excerpt; the hit share may differ from the screen's.

SMILES	GPR55 antagonists	Dengue-2 NS5 capping	AID2073	SIAH1 antagonists	NTR1 ag	NTR1 ag cell count 20 µM	GPR55 beta-arrestin	UTI89 phage lysis	HIV fusion peptide	GPR35 arrestin U2OS
Cc1c(C=C2C(=O)N(C)C(=S)N(C)C2=O)c2ccccc2n1CC(=O)NCC1CCCO1 (configuration not stated)	48.6%	-5.8%	-5.7%	0.4%	-0.5	61	1.5%	0.4%[50 µM]	7.9%	-5.5%
CCCCC(=O)N/N=C/c1c(O)n(CC)c(=S)[nH]c1=O	3.1%	-5.4%	0.9%	-4.8%	0.0	86	0.3%	0.4%	11.2%	1.3%
Cc1nc2ccccc2c(=O)n1-c1ccc(Cl)cc1[N+](=O)[O-]	1.0%	-3.1%	-8.7%	-2.3%	2.2	36	-0.2%	0.0%	-2.0%	-9.5%
Cc1c(C)c2ccc(OCC(=O)N3CCC(C(=O)O)(c4ccccc4)CC3)cc2oc1=O	-4.3%	-5.8%	16.7%	3.9%	3.3	83	-0.2%	2.0%	2.0%	-0.2%
CNP(=O)(Oc1ccccc1)OC12CC3CC(CC(C3)C1)C2 (configuration not stated)	7.7%	-1.5%	-9.4%	4.9%	-1.1	61	0.2%	0.0%	1.8%	-1.2%
COc1ccc(C2c3c(nc(C)[nH]c3=O)Oc3c2c(=O)oc2ccccc32)cc1 (configuration not stated)	2.6%	·	10.8%	8.5%	0.1	67	-0.2%	·	-1.6%	-4.5%
C/C(=N\Nc1ccccc1)c1c(O)[nH]c(=O)[nH]c1=O	-0.7%	6.9%	-6.3%	-1.9%	1.9	54	-0.1%	-0.2%	-1.0%	-9.3%
CCOC(=O)[C@]1(C#N)[C@@H]2C=CC(C(C)=O)=CN2[C@@H](C(N)=O)[C@@H]1c1ccsc1	4.1%	22.9%	-8.0%	1.5%	-0.7	52	-0.1%	0.2%	11.0%	-0.5%
CC(Cl)(Cl)/C(=N/P(=S)(N1CCOCC1)N1CCOCC1)N1CCOCC1	-16.2%	0.0%	1.5%	14.5%	-0.1	51	0.0%	-0.4%	-0.2%	-4.0%
CN1CCN(CC(=O)Nc2ccc([N+](=O)[O-])cc2C(=O)c2ccccc2)CC1	3.6%	-5.4%	-3.8%	0.3%	-0.6	94	0.3%	0.1%	-0.2%	-12.4%
COc1ccc2c(c1)c(C(=O)CN1CCC3(CC1)OCCO3)c(C)n2Cc1ccccc1	8.1%	2.9%	2.1%	2.8%	5.4	50	-0.2%	-0.1%	-1.6%	-5.0%
O=C(Cn1cnc2sc3c(c2c1=O)CCCC3)NCCCC(=O)N1CCC2(CC1)OCCO2	6.3%	-1.6%	5.7%	5.1%	1.2	88	-0.1%	-0.3%	-0.3%	-3.3%
CSc1ncc(CN2CCCC(C(=O)c3cccc(Cl)c3)C2)cn1 (configuration not stated)	6.2%	-5.3%	-9.8%	8.5%	-0.1	63	0.7%	0.3%	-1.6%	10.9%
CCOC(=O)C1CCN(/C=C2/C(=O)NC(=O)N(Cc3ccco3)C2=O)CC1	1.8%	-11.3%	?	2.0%	-0.1	40	-0.2%	2.1%	3.0%	6.3%
CN(CCCCC(=O)/C=N/O)Cc1ccccc1 (tested in a mixture with another compound)	6.7%	-4.8%	0.9%	2.3%	1.6	101	0.2%	0.9%	7.3%	3.0%
Cn1c(O)c(C=NCCCN2CCCC2=O)c(=O)n(C)c1=O	2.7%	-6.3%	-5.8%	0.7%	-0.8	49	0.9%	0.5%	-0.3%	8.5%
CN1CCN(c2ccc([N+](=O)[O-])c(Sc3ccccn3)c2)CC1	-3.5%	-4.7%	14.8%	-0.8%	-0.2	58	-0.2%	-1.6%	-0.7%	3.3%
COc1ccc(NC2(C#N)CCCCC2)cc1	6.7%	-7.9%	-7.9%	1.2%	0.1	46	-0.6%	0.1%	-2.0%	-0.8%
Cn1c(C(=O)N2CCC(C(=O)N3CCC4(CC3)OCCO4)CC2)cc2sccc21	8.1%	-4.8%	-1.0%	3.1%	-0.6	50	-0.1%	8.6%	1.6%	-8.2%
CC(=NCc1ccco1)c1c(O)n(-c2ccccc2C)c(=O)[nH]c1=O	1.4%	2.3%	16.6%	11.7%	-0.3	51	-0.1%	2.4%	-1.3%	8.2%
CCC1(CC)C(=O)N(Cc2ccccc2)C(=O)N(Cc2ccccc2)C1=O	-6.5%	0.0%	-3.6%	-1.7%	1.9	58	-0.1%	0.3%	-0.3%	-2.0%
COc1cc(OC)c2c(c1)OCC1CON(C)C21 (configuration not stated)	4.4%	-0.7%	12.1%	0.9%	-0.7	52	-0.1%	0.0%	-0.5%	-5.5%
CN1C(=O)N(C)C(=O)C2(Cc3c(nc4ccccn4c3=O)N3CCc4ccccc4C32)C1=O (configuration not stated)	6.1%	7.2%	-3.4%	-0.3%	-1.7	66	-0.1%	-0.6%	-0.8%	-12.5%
CC(Oc1ccc(-c2ccccc2)cc1)C(=O)O (configuration not stated)	7.2%	-6.6%	-0.4%	2.3%	-0.8	79	0.0%	0.1%	0.9%	0.4%
COc1ccccc1N1C(=O)NC(=O)C2(Cc3cc(C)ccc3N(C)C2)C1=O (configuration not stated)	36.7%	1.6%	-3.4%	-0.3%	-0.8	84	0.1%	0.1%	-2.1%	18.8%
Continuation:
SMILES	GPR55 antagonists	Dengue-2 NS5 capping	AID2073	SIAH1 antagonists	NTR1 ag	NTR1 ag cell count 20 µM	GPR55 beta-arrestin	UTI89 phage lysis	HIV fusion peptide	GPR35 arrestin U2OS
CN1C(=O)C(C2(C#N)CCCCC2)C(=O)N(C)C1=O	12.1%	-9.7%	16.5%	0.8%	-0.9	73	-0.1%	8.6%	0.3%	-3.8%
CCOc1ccc(NC(=O)N2C[C@H]3C[C@@H](C2)c2cccc(=O)n2C3)cc1	13.0%	-2.2%	-4.2%	-5.4%	1.6	77	-0.1%	-1.8%	0.3%	2.0%
O=C(c1ccco1)c1cn(Cc2ccc(Cl)cc2)c2ccccc12	6.5%	-4.8%	10.8%	-0.7%	4.5	41	-0.1%	0.4%	0.5%	8.2%
O=C(c1ccc(C(F)(F)F)cc1)C1CCCN(Cc2ccncc2)C1 (configuration not stated)	-0.5%	0.0%	-9.9%	-0.5%	1.6	62	-0.1%	0.5%	0.3%	-2.3%
Cc1cccc(-c2nc3ccc(C(=O)N4CCC5(CC4)OCCO5)cc3nc2-c2cccc(C)c2)c1	0.1%	-9.7%	31.6%	1.0%	13.3	53	0.2%	0.0%	-0.6%	-2.6%
CSc1ccc(C(=O)C2CCCN(CCCn3cccn3)C2)cc1 (configuration not stated)	13.3%	-4.5%	6.3%	-6.4%	0.9	79	0.1%	0.4%	-0.9%	5.2%
CC(C)N1CCN(c2ccc(O)cc2)CC1	12.0%	-5.0%	-20.6%	-3.4%	·	·	0.2%	4.6%	4.0%	-5.0%
Cc1oc(-c2ccccc2)nc1CN1C(=O)CN=C(c2ccccc2)c2ccccc21	15.2%	-5.6%	-1.1%	3.7%	2.8	98	-0.2%	-1.2%	0.5%	-4.8%
O=C1OC(c2ccc(Br)cc2)=N/C1=C\N1CC2CC(C1)c1cccc(=O)n1C2 (configuration not stated)	-0.6%	0.6%	-0.6%	-11.0%	0.3	78	-0.1%	0.1%	-0.5%	1.3%
O=c1[nH]c(=O)n(-c2cccc(F)c2)c(O)c1/C=C1\C=Nc2ccccc21	8.8%	5.2%	15.2%	-1.1%	-0.9	82	-0.1%	0.2%	159.0%	-5.9%
CCCC(=O)c1cc(CP(=O)(OCC)OCC)oc1C	14.1%	·	5.1%	10.8%	1.9	52	-0.1%	·	0.1%	13.2%
CN(C)C(=O)Oc1ccc(OCc2cccc[n+]2C)cc1	4.4%	0.3%	1.9%	-3.7%	3.3	45	-0.2%	0.1%[50 µM]	-1.9%	12.2%
CCN1CCN(c2cn[nH]c(=O)c2Cl)CC1	0.2%	·	-7.3%	12.8%	0.4	43	0.2%	0.0%	-0.9%	-3.9%
CCC(C)C12CN3CCN(CC(C)(C3)C1=O)C2 (configuration not stated)	-1.2%	4.8%	-3.4%	-3.8%	0.2	70	-0.1%	0.4%	-0.4%	3.1%
O=c1c2ccccc2nc(/C=C/c2ccccc2F)n1-c1ccccc1O	4.9%	-7.2%	32.0%	-2.3%	4.9	91	-0.1%	0.5%	4.9%	5.0%
O=C(O)c1nn(Cc2ccc(Cl)cc2Cl)c2ccccc12	1.0%	2.9%	-1.6%	8.8%	2.4	64	1.2%	-3.1%	4.6%	-9.3%
O=c1[nH]c(=O)n(-c2ccc(F)cc2)c(O)c1C=Nc1ccccc1N1CCCC1	14.6%	?	27.4%	0.1%	6.8	46	1.1%	0.0%	13.0%	9.9%
C[n+]1ccc(-c2ccncc2)cc1	9.1%	-1.4%	6.3%	6.3%	-0.3	54	0.2%	0.0%	0.0%	8.3%
N#CC(C#N)=Cc1ccc(N2CCCC2)cc1	-3.3%	-9.9%	-4.6%	-0.9%	-0.2	46	-0.1%	0.3%	11.8%	11.1%
O=C1NC(=O)C2(Cc3ccccc3N3CCOCC32)C(=O)N1c1ccccc1 (configuration not stated)	7.8%	-9.0%	-15.6%	12.9%	1.2	75	-0.1%	2.6%	1.7%	-4.9%
CCCCn1c(O)c(C(CC)=NCc2cccnc2)c(=O)[nH]c1=O	8.1%	-6.2%	-0.9%	0.2%	0.3	60	-0.1%	0.2%	1.2%	-2.3%
COc1ccc(/C=C2/C(=O)NC(=S)N(C3CC3)C2=O)cc1CN1C(=O)c2ccccc2C1=O	-3.3%	21.3%	-8.7%	7.0%	·	·	0.3%	1.4%[50 µM]	3.3%	6.6%
O=C1OC(c2ccc(Cl)cc2)=N/C1=C\N1CC2CC(C1)c1cccc(=O)n1C2 (configuration not stated)	-2.2%	-3.5%	4.7%	12.1%	2.3	45	-0.3%	0.2%	-1.2%	-6.1%
Fc1ccc(C2=CCN(C(c3ccc(Cl)cc3)c3nnnn3Cc3ccccc3)CC2)cc1 (configuration not stated)	25.8%	-7.1%	1.5%	4.8%	-1.4	88	-0.1%	0.1%	3.9%	-1.9%

Some entries already given, limited to SIAH1 antagonists.
mol | SIAH1 antagonists
CN(C)C(=O)Oc1ccc(OCc2cccc[n+]2C)cc1 | -3.7%
CCN1CCN(c2cn[nH]c(=O)c2Cl)CC1 | 12.8%
